Screens: PubChem, The Scripps Research Institute Molecular Screening Center
TPT1 inhibitor = inhibitors of Candida albicans tRNA 2'-phosphotransferase TPT1. inhibition, % at 5 µM. recombinant caTPT1, FP RNA substrate dephosphorylation. AID 1962. 300,000 compounds, 0.81% hits;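 active = inhibition above the mean of all tested compounds plus 3 SD, set per screening campaign, cut at about 24% in these data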;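 also: plate controls were DMSO alone for no effect and ferristatin control at 100 nM for full effect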
CTSL1 counter = blocks F. hepatica cathepsin L1 in PFM18AAP counter-screen. 300,000 compounds, 0.49% hits. inhibition, % at 5.96 µM. recombinant F. hepatica cathepsin L1, Z-Leu-Arg-MCA fluorescence;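 active = inhibition above the mean of all tested compounds plus 3 SD, set per screening campaign, cut at about 17% in these data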;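 also: 0% = plate median of test compound wells and 100% = 1 µM Z-Phe-Ala-diazomethylketone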
PP5 primary = inhibitors of human protein phosphatase 5 (PP5) | purified PP5c, OMFP substrate fluorescence | inhibition, % at 6.7 µM | 320,000 compounds, 0.18% hits | AID 1987;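 active = inhibition above the campaign's mean inhibition across all tested compounds plus 3 SD, cut at about 9.5% in these data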;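 also: 0% = DMSO only and 100% = 100 µM cantharidin control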
Target sequence (P53041 whole entry, looked up): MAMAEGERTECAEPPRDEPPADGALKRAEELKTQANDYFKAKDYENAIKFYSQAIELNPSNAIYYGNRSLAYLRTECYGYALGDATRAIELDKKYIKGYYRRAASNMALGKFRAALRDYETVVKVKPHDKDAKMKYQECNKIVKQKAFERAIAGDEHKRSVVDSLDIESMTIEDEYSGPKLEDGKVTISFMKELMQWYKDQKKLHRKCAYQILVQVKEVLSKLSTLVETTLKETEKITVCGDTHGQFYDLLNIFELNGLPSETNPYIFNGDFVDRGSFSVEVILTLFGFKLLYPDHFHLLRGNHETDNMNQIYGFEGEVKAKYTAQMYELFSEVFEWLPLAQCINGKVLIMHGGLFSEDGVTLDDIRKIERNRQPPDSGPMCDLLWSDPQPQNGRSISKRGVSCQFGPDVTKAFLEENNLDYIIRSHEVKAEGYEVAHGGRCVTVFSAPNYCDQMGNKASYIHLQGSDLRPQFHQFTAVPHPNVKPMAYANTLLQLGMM
HCV core dimer = HCV core protein dimerization inhibition. inhibition, % at 5 µM. TR-FRET GST/Flag-core106 dimerization, 1536-well. 300,000 compounds, 0.33% hits;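 active = inhibition above the mean of all tested compounds plus 3 SD, set per screening campaign, cut at about 45% in these data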
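Assay system: Tagged HCV core106 pair (GST and Flag) | Buffer or medium: KF-containing HEPES buffer, pH 7.45, DTT, CHAPS, BSA | Also added: Eu donor and XL665 acceptor anti-tag antibodies | Dosing: One concentration, 5 µM, in 0.5% DMSO | Timing: 4 h at 22.5 °C | Technique: TR-FRET 671 and 617 nm emission | Repeats: Singlicate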
PP1 inh = blocks human PP1-alpha phosphatase, a PP5 counter-screen | AID 2235 | purified PP1alpha, OMFP fluorescence | 320,000 compounds, 0.9% hits | P62136 | inhibition, % at 6.7 µM;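 active = inhibition above the mean inhibition of all tested compounds plus 3 SD, computed separately for each screening campaign, cut at about 15% in these data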
proCasp7 act = activates human procaspase-7, counter-screen for procaspase-3 activators; AID 463210; recombinant procaspase-7, Ac-DEVD-pNA absorbance 405 nm; D23A/D198A/D206A triple mutant, cannot self-cleave; scale: DMSO 0, 5 µM enzyme 100; 330,000 compounds, 0.093% hits; P55210; activation, % at 8.5 µM;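 active = percent activation above the screen-wide mean plus 3 SD, cut at about 25% in these data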
Target sequence (P55210 whole entry D23A/D198A/D206A): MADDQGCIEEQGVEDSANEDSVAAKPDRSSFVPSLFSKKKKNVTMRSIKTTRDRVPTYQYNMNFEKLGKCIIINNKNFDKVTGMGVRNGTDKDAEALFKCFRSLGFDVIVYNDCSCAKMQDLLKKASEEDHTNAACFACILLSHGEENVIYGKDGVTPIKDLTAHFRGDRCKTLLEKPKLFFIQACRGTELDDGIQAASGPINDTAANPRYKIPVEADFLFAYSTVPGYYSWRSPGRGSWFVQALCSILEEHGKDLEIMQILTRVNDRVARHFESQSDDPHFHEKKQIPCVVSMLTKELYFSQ
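Detection: p-Nitroaniline absorbance at 405 nm, read at 0 and 120 min; system: Uncleavable procaspase-7 mutant enzyme; evaluation: % activation from two-timepoint absorbance difference, scaled to controls; times: 1 h enzyme–compound preincubation and 2 h substrate reaction, both 25 °C; buffer or medium: Zinc-free HEPES pH 7.4 with 300 mM NaCl, 0.01% Triton X-100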
procasp3 activ = procaspase-3 (human) activation; P42574; recombinant procaspase-3 D3A, Ac-DEVD-pNA absorbance 405 nm; activation, % at 8.5 µM; 330,000 compounds, 0.11% hits; AID 463141;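 active = activation above the mean of all tested compounds plus 3 SD, cut at about 21% in these data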;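 also: 0% = DMSO alone and 100% = DMSO wells spiked with extra 5 µM PC-3 D3A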
Target sequence (P42574 whole entry D9A/D28A/D175A): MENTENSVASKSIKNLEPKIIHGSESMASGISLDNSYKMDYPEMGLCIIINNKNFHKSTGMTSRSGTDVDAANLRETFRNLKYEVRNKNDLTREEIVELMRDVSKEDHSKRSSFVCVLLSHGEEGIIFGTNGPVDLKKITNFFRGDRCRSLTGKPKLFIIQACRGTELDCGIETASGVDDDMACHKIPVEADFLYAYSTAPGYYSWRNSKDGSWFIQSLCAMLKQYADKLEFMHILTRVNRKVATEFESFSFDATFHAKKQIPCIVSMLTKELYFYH
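Test system: Procaspase-3 D3A mutant, all three cleavage aspartates alanine | Dosing: Single dose, 8.5 µM nominal compound, 0.8% DMSO | Schedule: 1 h preincubation, 2 h reaction | Technique: 405 nm absorbance of p-nitroaniline, reads at 0 and 120 min | Repeats: One well per compound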
AHR act = activates the human aryl hydrocarbon receptor; 320,000 compounds, 2.5% hits; AHR-responsive luciferase reporter cells, luminescence; AID 2796; activation, % at 5 µM; in the data active = activation above about 47%;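 also: 0% = vehicle wells and 100% = reference agonist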
PAFAH2 inh = inhibitors of human PAFAH2 | Q99487 | AID 492956 | inhibition, % at 3.39 µM | 340,000 compounds, 0.99% hits | recombinant PAFAH2, FP-rhodamine activity probe, fluorescence polarization;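 active = inhibition above the mean over all tested compounds plus 3 SD, cut at about 30% in these data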;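 also: inhibitors block probe labeling of enzyme so polarization drops; 0% = enzyme with DMSO and 100% = wells lacking PAFAH2 protein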
The depositor's hits bear a star.

Results for CN(CCO)C(=O)c1c(NC(=O)c2ccccc2)sc2c1CCCC2 ?
TPT1 inhibitor: 3; CTSL1 counter: -2; PP5 primary: 4.5; HCV core dimer: -1; PP1 inh: -1; proCasp7 act: -8; procasp3 activ: -5; AHR act: 5; PAFAH2 inh: 17

What do the screens show for `CS(=O)(=O)N(CC(=O)NCc1ccc2c(c1)OCO2)c1cccc(Cl)c1`?
TPT1 inhibitor: 1; CTSL1 counter: -5; PP5 primary: -0.9; HCV core dimer: 1; PP1 inh: -2; proCasp7 act: 1; procasp3 activ: -15; AHR act: 2; PAFAH2 inh: 6

What do the screens show for `COc1ccc(NC(=O)COc2cc(O)c3c(c2)OC(C)(C)CC3=O)cc1`?
TPT1 inhibitor: -6; CTSL1 counter: 1; PP5 primary: 0.1; HCV core dimer: 8; PP1 inh: 1; proCasp7 act: -5; procasp3 activ: 7; AHR act: -1; PAFAH2 inh: 5

Results for O=c1c(N2CCOCC2)c(N2CCOCC2)c1=O ?
TPT1 inhibitor: 0; CTSL1 counter: -2; PP5 primary: 0.2; HCV core dimer: -2; PP1 inh: 0; proCasp7 act: 2; procasp3 activ: 0; AHR act: 0; PAFAH2 inh: 4

How did Cc1cccc(/C=C(\C(=O)C(=O)O)c2ccc3ccccc3n2)c1 do in these assays?
TPT1 inhibitor: 16; CTSL1 counter: 3; PP5 primary: 0.2; HCV core dimer: 5; PP1 inh: -3; proCasp7 act: 4; procasp3 activ: -12; AHR act: 15; PAFAH2 inh: 4

What do the screens show for `O=C(Nc1cc2ccccc2oc1=O)c1ccccc1`?
TPT1 inhibitor: 1; CTSL1 counter: 8; PP5 primary: -0.5; HCV core dimer: 5; PP1 inh: -2; proCasp7 act: -5; procasp3 activ: -5; AHR act: -7

Results for CCOc1ccc(CCNC(=O)C2CC(=O)N(c3ccccc3OCC)C2)cc1OCC (stereo unspecified) ?
TPT1 inhibitor: -4; CTSL1 counter: 2; PP5 primary: 1.1; HCV core dimer: 1; PP1 inh: -5; proCasp7 act: 10; procasp3 activ: -8; AHR act: 1; PAFAH2 inh: -2

How did COc1ccc(C(=O)Nc2cccc(C)c2)cc1 do in these assays?
TPT1 inhibitor: -3; CTSL1 counter: -3; PP5 primary: 0.0; HCV core dimer: -2; PP1 inh: -3; proCasp7 act: 8; procasp3 activ: 8; AHR act: 0; PAFAH2 inh: 0

Results for CC(C)C(=O)N1CCN(c2nc3ccc(Cl)cc3s2)CC1 ?
TPT1 inhibitor: 4; CTSL1 counter: -1; PP5 primary: 1.7; HCV core dimer: 3; PP1 inh: 6; proCasp7 act: 5; procasp3 activ: 4; AHR act: -5; PAFAH2 inh: 3

How did CCOc1cc(C(=O)NC)cc(OCC)c1OCC do in these assays?
TPT1 inhibitor: 1; CTSL1 counter: -3; PP5 primary: 1.6; HCV core dimer: 0; PP1 inh: -1; proCasp7 act: 13; procasp3 activ: -2; AHR act: 2; PAFAH2 inh: 3

Results for CC1CN(S(=O)(=O)c2cccc(C(=O)OC(C)C(=O)NC3CCCCC3C)c2)CC(C)O1 (stereo unspecified) ?
TPT1 inhibitor: 0; CTSL1 counter: -1; PP5 primary: 2.9; HCV core dimer: 1; PP1 inh: -3; proCasp7 act: -1; procasp3 activ: -7; AHR act: -1; PAFAH2 inh: -3

What do the screens show for `Cc1cc(OCC(=O)NCCc2ccc(S(N)(=O)=O)cc2)c2c(C)c(C)c(=O)oc2c1`?
TPT1 inhibitor: -2; CTSL1 counter: 2; PP5 primary: -0.3; HCV core dimer: -1; PP1 inh: -2; proCasp7 act: 11; procasp3 activ: 1; AHR act: 1; PAFAH2 inh: 4

What do the screens show for `O=C(Cc1c(F)cccc1Cl)NC1CCN(Cc2ccccc2)CC1`?
TPT1 inhibitor: 0; CTSL1 counter: 1; PP5 primary: 1.5; HCV core dimer: 2; PP1 inh: -5; proCasp7 act: -1; procasp3 activ: 0; AHR act: 6; PAFAH2 inh: 2

What do the screens show for `CSCc1cc(N2CCOCC2)nc(SCc2ccc(Cl)cc2Cl)n1`?
TPT1 inhibitor: 0; CTSL1 counter: -2; PP5 primary: 0.4; HCV core dimer: 2; PP1 inh: 4; proCasp7 act: -2; procasp3 activ: 4; AHR act: -1; PAFAH2 inh: 11

How did O=C(O)c1c[nH]c(=O)c2ccccc12 do in these assays?
TPT1 inhibitor: -2; CTSL1 counter: 1; PP5 primary: 2.8; HCV core dimer: 1; PP1 inh: -1; proCasp7 act: 5; procasp3 activ: 10; AHR act: 3; PAFAH2 inh: -6

Results for COc1ccccc1OS(=O)(=O)c1ccc(NC(C)=O)cc1 ?
TPT1 inhibitor: 0; CTSL1 counter: 2; PP5 primary: 0.8; HCV core dimer: 0; PP1 inh: -2; proCasp7 act: 9; procasp3 activ: 12; AHR act: 2; PAFAH2 inh: 14

Results for CCc1nc(NCCO)c(C#N)c2c1CCCC2 ?
TPT1 inhibitor: 0; CTSL1 counter: -3; PP5 primary: 0.8; HCV core dimer: -3; PP1 inh: -1; proCasp7 act: -3; procasp3 activ: 12; AHR act: 2; PAFAH2 inh: 0

What do the screens show for `O=S(=O)(Nc1ccc2c(c1)OCCO2)c1c(F)cccc1F`?
TPT1 inhibitor: 0; CTSL1 counter: -4; PP5 primary: -1.0; HCV core dimer: 10; PP1 inh: 0; proCasp7 act: 14; procasp3 activ: -3; AHR act: 1; PAFAH2 inh: 3

Results for CN(C)CCCN1CC(=O)N2[C@@H](Cc3c([nH]c4ccccc34)C2(C)C)C1=O ?
TPT1 inhibitor: 1; CTSL1 counter: -1; PP5 primary: 2.6; HCV core dimer: 1; PP1 inh: 2; proCasp7 act: -15; procasp3 activ: 3; AHR act: 12; PAFAH2 inh: 2

How did CCOC(=O)c1nn(-c2ccc(Cl)cc2C)ccc1=O do in these assays?
TPT1 inhibitor: -2; CTSL1 counter: -4; PP5 primary: 3.1; HCV core dimer: -4; PP1 inh: 2; proCasp7 act: -13; procasp3 activ: 10; AHR act: 1; PAFAH2 inh: -1

2 compounds drawn at random from the list so far, as already listed:
What do the screens show for `O=S(=O)(Nc1ccc2c(c1)OCCO2)c1c(F)cccc1F`?
TPT1 inhibitor: 0; CTSL1 counter: -4; PP5 primary: -1.0; HCV core dimer: 10; PP1 inh: 0; proCasp7 act: 14; procasp3 activ: -3; AHR act: 1; PAFAH2 inh: 3

What do the screens show for `COc1ccc(NC(=O)COc2cc(O)c3c(c2)OC(C)(C)CC3=O)cc1`?
TPT1 inhibitor: -6; CTSL1 counter: 1; PP5 primary: 0.1; HCV core dimer: 8; PP1 inh: 1; proCasp7 act: -5; procasp3 activ: 7; AHR act: -1; PAFAH2 inh: 5

Continued:
How did O=C(Nc1cc(-c2ccccc2)[nH]n1)c1ccc(Cl)cc1 do in these assays?
TPT1 inhibitor: -1; CTSL1 counter: -6; PP5 primary: 1.2; HCV core dimer: 3; PP1 inh: 17*; proCasp7 act: -4; procasp3 activ: -3; AHR act: 1; PAFAH2 inh: -3

How did Cc1ccccc1-n1ncc2c1CC(C)(C)CC2NC(=O)CCC(F)(F)F (stereo unspecified) do in these assays?
TPT1 inhibitor: 0; CTSL1 counter: 0; PP5 primary: 3.4; HCV core dimer: -1; PP1 inh: -3; proCasp7 act: 2; procasp3 activ: 6; AHR act: 1; PAFAH2 inh: -8

How did COc1cc(SC)ccc1C(=O)NCCNC(=O)c1nonc1N do in these assays?
TPT1 inhibitor: -2; CTSL1 counter: 0; PP5 primary: 1.1; HCV core dimer: 9; PP1 inh: 3; proCasp7 act: -1; procasp3 activ: 0; AHR act: 7; PAFAH2 inh: -7

How did O=C(CN(Cc1ccco1)Cc1ccco1)Nc1cc(S(=O)(=O)N2CCCCC2)ccc1Cl do in these assays?
PP5 primary: 2.1; PP1 inh: 9; proCasp7 act: 4; procasp3 activ: 2; AHR act: 0; PAFAH2 inh: -4

How did S=C(Nc1ccccc1)N1CCc2ccccc21 do in these assays?
TPT1 inhibitor: -1; CTSL1 counter: -2; PP5 primary: 3.5; HCV core dimer: -15; PP1 inh: -2; proCasp7 act: 1; procasp3 activ: 3; AHR act: 11; PAFAH2 inh: 2

Results for O=C(Nc1ccc2c(c1)OCO2)[C@@H]1CCCN1S(=O)(=O)c1cccc2cccnc12 ?
TPT1 inhibitor: 1; CTSL1 counter: -3; PP5 primary: 0.4; HCV core dimer: -4; PP1 inh: -2; proCasp7 act: -1; procasp3 activ: 1; AHR act: 21; PAFAH2 inh: -1

How did CCOC(=O)CC1COc2ccccc2N1C(=O)c1cccc([N+](=O)[O-])c1 (stereo unspecified) do in these assays?
TPT1 inhibitor: -7; CTSL1 counter: -5; PP5 primary: -2.2; HCV core dimer: -1; PP1 inh: -3; proCasp7 act: 5; procasp3 activ: 12; AHR act: 25; PAFAH2 inh: -1

How did CCOC(=O)N1CCN(C(=O)CSc2nc3c(cnn3-c3ccccc3)c(=O)[nH]2)CC1 do in these assays?
TPT1 inhibitor: 2; CTSL1 counter: -1; PP5 primary: 1.5; HCV core dimer: 5; PP1 inh: -3; proCasp7 act: 5; procasp3 activ: 3; AHR act: 6; PAFAH2 inh: 0

How did CC(=O)Nc1ccc2c(c1)ncn2C do in these assays?
TPT1 inhibitor: -5; CTSL1 counter: -2; PP5 primary: 2.0; HCV core dimer: -2; PP1 inh: -1; proCasp7 act: 15; procasp3 activ: 5; AHR act: 0; PAFAH2 inh: -9

How did C/C(=N\NC(=O)CSc1nc(C)cc(C)n1)c1cccs1 do in these assays?
TPT1 inhibitor: 1; CTSL1 counter: 3; PP5 primary: 2.3; HCV core dimer: 2; PP1 inh: -3; proCasp7 act: -2; procasp3 activ: 3; AHR act: 110*; PAFAH2 inh: -2

Results for Cc1ccc(NC(=S)NCc2ccccn2)cc1 ?
TPT1 inhibitor: -4; CTSL1 counter: 2; PP5 primary: -1.5; HCV core dimer: 1; PP1 inh: -1; proCasp7 act: -1; procasp3 activ: -10; AHR act: 9; PAFAH2 inh: 2

What do the screens show for `Cn1cnnc1SCC(=O)Nc1ccc2nc(SCc3ccccc3F)sc2c1`?
TPT1 inhibitor: 4; CTSL1 counter: 0; PP5 primary: 4.9; HCV core dimer: 27; PP1 inh: 3; proCasp7 act: -10; procasp3 activ: 5; AHR act: 0; PAFAH2 inh: 14

How did O=C(CCC1CCN(Cc2ccc(C#CCCO)cc2)CC1)NC1CC1 do in these assays?
TPT1 inhibitor: -2; CTSL1 counter: -2; PP5 primary: 2.6; HCV core dimer: -1; PP1 inh: 1; proCasp7 act: 8; procasp3 activ: 0; AHR act: 0; PAFAH2 inh: -5

What do the screens show for `O=C(CN1CCOCC1)Nc1nc2ccc(Br)cc2s1`?
TPT1 inhibitor: 0; CTSL1 counter: -1; PP5 primary: -0.3; HCV core dimer: -6; PP1 inh: 0; proCasp7 act: 7; procasp3 activ: -16; AHR act: 1; PAFAH2 inh: 3
